Compound activity: PubChem BioAssay, National Center for Advancing Translational Sciences (NCATS)
SNCA expr inh: Primary qHTS assay for inhibitors of alpha-synuclein gene (SNCA) expression | HEK-293 SNCA-luciferase knock-in, luminescence, 24 h | hit rate 0.17% among 140,000 | Potency, µM (highest dose often 57.2 µM), inactives show at the top dose activity change, negative = inhibition, most hits filed as inhibitors;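 further: potency means the concentration at half of the fitted maximal effect; plate controls were DMSO cells for no effect and cell-free wells for full effect; nearly all actives have a fitted effect of over 45% in size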
IP6K1 inhibitor: Primary qHTS assay for small molecule inhibitors of Inositol hexaphosphate kinase 1 (IP6K1). Inositol hexakisphosphate kinase 1 (Homo sapiens), Q92551. IP6K1 kinase, ADP-Glo luminescence, 2 h; active compounds read low. activity change, % (series mostly up to about 58 µM). hit rate 0.81% among 140,000. AID 1645851, 2021; in the data active means activity change below about -25%
Target sequence (Q92551 whole entry, looked up): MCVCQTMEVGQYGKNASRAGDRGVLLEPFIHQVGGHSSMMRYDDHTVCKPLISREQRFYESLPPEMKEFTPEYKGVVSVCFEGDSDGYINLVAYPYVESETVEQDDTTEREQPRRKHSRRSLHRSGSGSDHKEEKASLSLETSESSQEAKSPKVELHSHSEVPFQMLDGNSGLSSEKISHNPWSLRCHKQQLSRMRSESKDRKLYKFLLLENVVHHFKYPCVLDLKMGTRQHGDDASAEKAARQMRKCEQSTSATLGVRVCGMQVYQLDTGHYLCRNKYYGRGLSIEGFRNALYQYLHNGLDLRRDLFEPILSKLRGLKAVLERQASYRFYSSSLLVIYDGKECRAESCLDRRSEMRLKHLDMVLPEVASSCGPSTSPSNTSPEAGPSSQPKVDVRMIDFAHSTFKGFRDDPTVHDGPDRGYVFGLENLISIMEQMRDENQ
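ADP-Glo luminescence measures ADP made by human IP6K1 during a 2 h RT reaction with ATP/IP6 (mix at 1.3 mM/130 uM); top library doses 57.5 and 19.1 uM final.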
GPT2 inh: Primary qHTS assay for inhibitors of Glutamate pyruvate transaminase 2 (GPT2); hit rate 0.25% among 100,000; Recombinant GPT2, coupled pyruvate oxidase/HRP Amplex Red fluorescence; Potency, µM (top dose mostly 57.7 µM), inactives show at the top dose activity change, negative = inhibition, most hits filed as inhibitors; AID 1671188, 2021; further: potency means the concentration at half of the fitted maximal effect; nearly all actives have a fitted effect of over 60% in size; many of its hits are not listed in these tables
Target sequence (Q8TD30 whole entry, looked up): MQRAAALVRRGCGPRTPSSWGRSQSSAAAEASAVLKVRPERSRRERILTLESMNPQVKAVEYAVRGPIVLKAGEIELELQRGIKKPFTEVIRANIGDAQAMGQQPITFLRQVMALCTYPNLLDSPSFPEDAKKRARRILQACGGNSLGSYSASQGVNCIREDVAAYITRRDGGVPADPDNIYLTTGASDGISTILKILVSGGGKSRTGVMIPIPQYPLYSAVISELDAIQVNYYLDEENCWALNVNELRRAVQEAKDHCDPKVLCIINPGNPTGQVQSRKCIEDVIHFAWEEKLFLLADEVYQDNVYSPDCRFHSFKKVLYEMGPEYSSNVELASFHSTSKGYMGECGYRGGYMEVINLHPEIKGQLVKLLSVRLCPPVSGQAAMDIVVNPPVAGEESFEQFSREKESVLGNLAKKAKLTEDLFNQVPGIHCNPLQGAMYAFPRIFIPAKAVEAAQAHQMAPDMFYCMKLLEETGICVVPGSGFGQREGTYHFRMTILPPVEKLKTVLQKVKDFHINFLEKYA
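Fluorescence of coupled pyruvate oxidase/HRP/Amplex Red system (50uM Amplex, 30 min, dark) reports pyruvate formed by GPT2. Enzyme reaction: 10ng/uL GPT2, 2mM L-alanine, 250uM a-KG, 30 min room temperature, pH 7.5; 50uM AOA control.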
HEK cytotox: Cytotoxic Profiling in HEK 293 Cell Line of Diverse Libraries Using Quantitative High-Throughput Screening; Potency, µM (highest dose often 115 µM), without a hit: at the top dose activity change, negative = cytotoxicity, actives largely listed as inhibitors; HEK 293 viability, ATP luminescence (CellTiter-Glo), 48-72 h; hit rate 6.6% among 94,000; further: potency means the concentration at half of the fitted maximal effect; nearly all actives have a fitted effect of over 60% in size
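qHTS cytotoxicity; HEK 293, 250 cells/well; compound pinned; 48 or 72 hr, 37 degree Celsius, 5% CO2, 95% humidity; CellTiter-Glo, 10 min RT; luminescence (ATP).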
FLuc inh: Firefly luciferase inhibition profiling of diverse chemical library using quantitative high-throughput screening; Luciferin 4-monooxygenase (Photinus pyralis), P08659; purified P. pyralis luciferase, luminescence, biochemical; Potency, µM (highest dose often 115 µM), for inactives: at the top dose activity change, negative = inhibition, actives largely listed as inhibitors; hit rate 2.5% among 76,000; AID 1347043, 2019; further: potency means the concentration at half of the fitted maximal effect; nearly all actives have a fitted effect of over 65% in size
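Purified P. pyralis luciferase (10nM final) in 50mM Tris acetate pH 7.5, 10mM Mg acetate, 0.01% Tween-20, 0.05% BSA with 10uM D-luciferin and 10uM ATP. Compounds titrated qHTS. Luminescence imaged on CCD.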
3T3 cytotox: Cytotoxic Profiling in NIH 3T3 Cell Line of Diverse Libraries Using Quantitative High-Throughput Screening; NIH 3T3 viability, CellTiter-Glo ATP luminescence, 48-72 h; Potency, µM (top dose mostly 96.7 µM), for the others: at the highest dose activity change, negative = cytotoxicity, usual class: inhibitors; hit rate 4.3% among 94,000; AID 1345082, 2018; further: potency means the concentration at half of the fitted maximal effect; nearly all actives have a fitted effect of over 55% in size
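Cells were seeded at 400 per well, treated with pin-transferred compound, and kept 48 or 72 hr at 37 °C before CellTiter-Glo addition and luminescence imaging of cellular ATP.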
SNCA viab count: GF-AFC viability counterscreen for inhibitors of alpha-synuclein gene (SNCA) expression; HEK-293-SNCA-luc viability, GF-AFC fluorescence, 24 h; hit rate 0.12% among 150,000; Potency, µM (series often up to 57.1 µM), inactives show top-dose activity change, negative = cytotoxicity, hits mostly cytotoxic;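 further: potency means the concentration at half of the fitted maximal effect; 0% = DMSO-treated cells and -100% = medium-only wells without cells; nearly all actives have a fitted effect of over 30% in size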
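HEK-293-SNCA-luc cells (1500/well) plated 24 h, then exposed 24 h to a dilution series; GF-AFC added 30 min at 37C, fluorescence 405/540 nm; normalised to medium-only and DMSO wells, Hill fit.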
Numbers without * were called inactive; i = inactive; ? = inconclusive; . = no result given; [ ] = dose if it differs, or a comment. Unless noted, the call rests on the fitted dose curve; in most records, active means well fitted curve in the direction sought with a large enough effect; inconclusive means small, poorly fitted or top-dose-only effect, or another doubt; inactive means no such curve, though single readings can be large; an effect the other way counts as inactive or inconclusive. Unless noted, on the % scale 0 is the no-effect control and ±100 the full control effect.

Value order: SNCA expr inh | IP6K1 inhibitor | GPT2 inh | HEK cytotox | FLuc inh | 3T3 cytotox | SNCA viab count
- COc1cccc(NC(=O)N[C@H](C)c2onc(-c3ccc(F)cc3)c2C(=O)O)c1
  18%[87.6 µM] | 0 | ? | 0%[172 µM] | -16%[172 µM] | 0%[138 µM] | -3%[87.6 µM]
- COc1cc(OC(F)(F)F)ccc1C(=O)N1CCC(c2nnc3n2C(C(=O)O)CC3)CC1 (configuration not stated)
  5% | 3 | -12% | -6% | . | 3% | -5%
- O=C(NC1CCc2nnc(C3CC3)n2CC1)c1cc(C2CC2)[nH]n1 (configuration not stated)
  -29% | 0 | i | i | -15% | -10% | 5%
- COc1ccc(-c2ccc3nc(-c4c(F)c(F)cc(F)c4F)oc3c2)c(OC)c1OC
  13% | -4 | 2% | ? | -4% | -28% | 1%
- CC(C)NC(=O)[C@@H]1C[C@H](N)CN1C(=O)c1ccccc1-c1ncc[nH]1
  9% | -10 | i[11.5 µM] | -2% | -3% | i | 5%
- CC1CCN(CC2CCCCCN2C(=O)c2ccco2)CC1 (configuration not stated)
  0% | -7 | ? | -18% | . | -16% | -19%
- O=C(c1ccc(Cl)cc1)N1CCC2(CC1)CN(c1ccccc1)C(=O)c1ccccc1O2
  -5% | -1 | 0% | ? | . | -35% | ?
- O=C1NCCCCCN(C(=O)c2cnccn2)[C@H]2CCC[C@@H]12
  -9% | -6 | ? | -1% | -3% | -7% | 0%
- COc1ccc(Nc2nc3c(S(=O)(=O)c4ccc(Br)cc4)nnn3c3ccsc23)c(OC)c1
  19% | -13 | . | . | . | . | 12%
- Cc1cccc(NC(=O)C2Cn3cccc3C(=O)N2)c1 (configuration not stated)
  -7% | -4 | i | -10% | 4% | -2% | 0%
- COC[C@@H]1CN(C(=O)c2ccoc2C)C[C@H]1c1nc(C)no1
  -5% | -3 | 3% | i | -9% | 3% | -6%
- COc1ccc(Cn2c(-c3ccccc3)nc(C)c(CCO)c2=O)cc1F
  5% | -4 | -6% | ? | 6% | ? | -2%
- CCn1c(=O)c2ccnn2c2ccc(C(=O)NCCCOC(C)C)cc21
  5% | 2 | i | ? | 16% | -11% | 10%
- Cc1noc(C)c1-c1cc2cc(C(C)C)oc2c(Nc2ccn(C)n2)n1
  -19%[87.6 µM] | -22 | -9%[88.5 µM] | 63µM* | -16%[172 µM] | ? | -30%[87.6 µM]
- CN1CCC(OC2CCN(S(=O)(=O)c3ccccc3C(F)(F)F)CC2)CC1
  -1% | 12 | -11% | -11% | 3% | -31% | 3%
- COCC1CN(Cc2ccccc2)C(=O)c2ccc(C)nc2O1 (configuration not stated)
  . | -8 | . | ? | . | ? | .
- COc1ccc(-c2ccc3c(N)c(C(=O)c4ccc(OC)c(OC)c4)sc3n2)cc1
  49%[activator] | 16 | . | . | . | . | 19%
- Cc1ccc(NC(=O)Cn2ccn3nc4c(c3c2=O)CC(C)CC4)cc1C (configuration not stated)
  -8% | 38 | i | ? | -4% | -19% | -5%
- CCOC(=O)c1ccc(CN(Cc2ccccc2C)S(=O)(=O)c2ccc(C(C)(C)C)cc2)cc1
  1% | -1 | . | . | . | . | 1%
- Cc1cccc(C(=O)Nc2sc3c(c2C(=O)NC(C)C)CCCC3)c1
  18% | 4 | . | . | . | . | ?
- Cc1cccc(NC(=O)C2CCN(C(=O)c3ncn4c3COC(c3ccc(F)cc3)C4)CC2)c1C (configuration not stated)
  12% | 1 | i | 7% | ? | i | 6%
- COc1ccccc1-c1cc(-c2cn[nH]c2)c2onc(C)c2n1
  ? | -25* | -3%[88.5 µM] | ? | -21%[172 µM] | ? | -2%[87.6 µM]
- O=C(O)CCC1CCN(C(=O)c2ccccc2F)CC1
  -15% | 35 | 4% | 12% | 7% | i | 5%
- COCCCNS(=O)(=O)c1cc(-c2onc(C)c2C)ccc1OC
  -3% | 1 | . | . | . | . | 6%
- CC(=O)N1CCCN(CC[C@H]2CN(C(=O)c3ccnc(Cl)c3)CC[C@H]2CC(=O)O)CC1
  21% | 5 | i | i | -7% | i | -9%
- COCCn1nc2n(c1=O)CCC1(CC2)CCN(C(=O)CC(C)(C)C)CC1
  12% | -3 | -9% | i | . | -7% | 7%
- CCOc1ccccc1NC(=O)C1CCN(S(=O)(=O)c2ccc3[nH]c(=O)oc3c2)CC1
  2% | 23 | . | . | . | . | 7%
- O=C(NC1CCC1)[C@@H]1CCCN1c1ccnc2ccnn12
  . | 4 | . | -28%[172 µM] | . | ? | .
- COCCOCc1nc(C2CCCCN2C(=O)c2ccncc2)no1 (configuration not stated)
  -3% | -7 | i | 3% | 4% | -7% | 2%
- Cc1ccc(Nc2cc(C)nc(-n3nc(C)cc3C)n2)cc1
  26% | 0 | . | . | . | . | -11%

Brought forward from above: four entries; new compounds follow.
Value order: SNCA expr inh | IP6K1 inhibitor | GPT2 inh | HEK cytotox | FLuc inh | 3T3 cytotox | SNCA viab count
- CCOc1ccccc1NC(=O)C1CCN(S(=O)(=O)c2ccc3[nH]c(=O)oc3c2)CC1
  2% | 23 | . | . | . | . | 7%
- O=C(NC1CCC1)[C@@H]1CCCN1c1ccnc2ccnn12
  . | 4 | . | -28%[172 µM] | . | ? | .
- COCCOCc1nc(C2CCCCN2C(=O)c2ccncc2)no1 (configuration not stated)
  -3% | -7 | i | 3% | 4% | -7% | 2%
- Cc1ccc(Nc2cc(C)nc(-n3nc(C)cc3C)n2)cc1
  26% | 0 | . | . | . | . | -11%
- COc1ccc(F)cc1-c1ccc(CN2CCC(NC(=O)c3ccc(C)cc3)C2)cc1 (configuration not stated)
  . | -11 | . | 28µM* | . | 40µM* | .
- COc1ccccc1-c1ccc(CN2CCCCC2C(=O)NCc2ccccc2Cl)cc1 (configuration not stated)
  . | 26 | . | ? | . | 28µM* | .
- CCN(CC)C(=O)[C@@H]1CCC[C@@H](NCc2nccs2)CN(C)C(=O)C1
  7%[87.6 µM] | -2 | 0%[88.5 µM] | -3%[172 µM] | 1%[172 µM] | 3%[174 µM] | 1%[87.6 µM]
- COCCCNC(=O)C(NC(=O)c1ccccc1C)C1CCN(C(=O)c2cccs2)CC1 (configuration not stated)
  32%[activator] | -1 | -2% | i | -2% | 1% | 9%
- O=C(Cc1cccc(Cl)c1)NC1CCCN(Cc2ccc(-c3cncnc3)cc2)C1 (configuration not stated)
  -4% | 0 | i | ? | . | ? | 4%[12.5 µM]
- CC(Oc1ccccc1)C(=O)NCCc1noc(-c2ccncc2)n1 (configuration not stated)
  -14% | 29 | 2% | 1% | -2% | i | 2%
- Cc1cc(NC(=O)c2ccc3c(c2)N(Cc2cccc(Cl)c2)C(=O)c2ccccc2S3=O)ccc1Br (configuration not stated)
  27% | -1 | . | . | . | . | -1%
- COc1ccc(CCNC(=O)CC(c2cccc3c2OCO3)c2c[nH]c3ccccc23)cc1OC (configuration not stated)
  16% | -8 | -7% | ? | -3% | ? | 3%
- O=C(NCc1nnc2cc(-c3nc(C4CC4)no3)ccn12)c1ccoc1
  -14% | 0 | i | -26% | 1% | -19% | ?
- O=C(C1CC1)N1CCCC(C(=O)N2CCCC(c3nc4ncccc4[nH]3)C2)C1 (configuration not stated)
  16% | 26 | 4% | i | . | -17% | 4%
- COCCOC1CCN(C(=O)Nc2ccc(OC)cc2)CC1
  -5% | 13 | ? | 1% | -14% | i | 1%[12.5 µM]
- CCCCSCCCNC(=O)c1cn(C)c2ccc(S(=O)(=O)N3CCCCCC3)cc2c1=O
  33%[activator] | -6 | . | . | . | . | -15%
- O=S(=O)(c1ccccc1)N1CCC(n2cnnc2C2CC2)CC1
  -17% | -6 | -3% | 7% | -3% | -14% | -3%
- O=C(NC1CC1)[C@@H]1C[C@H](Oc2cccnc2)CN1C(=O)CCC1CCCC1
  15% | 3 | -3% | i | 0% | i | -2%
- Cn1cccc1CN1CCC2(CC1)CNc1ccccc1[S+](=O)([O-])N2
  ? | 10 | -10% | -14% | -9% | -23% | ?
- CC(C)c1noc(-c2cn(C3CCN(C(=O)Cc4ccc(Br)cc4)C3)nn2)n1 (configuration not stated)
  -7% | -8 | i | ? | 8% | -16% | 5%
- O=c1n(-c2ccncc2)nc2n1CCN(Cc1ccccc1)C2
  67%[activator][87.6 µM] | 3 | i | 79µM* | ? | ? | -10%[87.6 µM]
- N#Cc1cccc(NC(=O)COc2ccc(-c3nnc4n3CCCC4)cc2)c1
  -1% | 11 | -4% | -1% | 1% | i | 5%
- COc1cc2c(cc1CNC(=O)C1CC(=O)N(Cc3cccnc3)C1)CCC2 (configuration not stated)
  3% | 1 | -3% | -17% | 1% | -33% | 5%
- COCc1ncc(C)n1CCNC(=O)c1cc(-c2cc(C)ccc2C)n[nH]1
  4% | -10 | i | -2% | -1% | -9% | 12%
- CC(C)NC(=O)c1cc(-c2ccc(Cl)cc2Cl)c2nncn2n1
  26%[87.6 µM] | 4 | 3%[88.5 µM] | ? | . | ? | 5%[12.5 µM]
- CCC(=O)Nc1ccc(-c2nnc3n2CCCC3)cc1
  -5% | 37 | 1% | 3% | 6% | i | 1%
- CCc1ccccc1S(=O)(=O)N1CCC(n2cnnc2C(C)C)CC1
  ? | 5 | 2% | -12% | -2% | -12% | -9%
- CCC(C)NC(=O)c1cnn(-c2cccc(F)c2)c1-n1cccc1 (configuration not stated)
  -5% | 10 | . | . | . | . | -16%
- CN(C(=O)CSc1nc2ccc(NC(=O)COc3ccc(Cl)cc3)cc2s1)c1ccccc1
  ? | -8 | . | . | . | . | -9%
- Cc1cccc(OCCc2noc(C3CCCCN3C(=O)c3ccc(C)nc3)n2)c1 (configuration not stated)
  3% | 8 | 0% | ? | -1% | -28% | 1%
- COCc1nc(CCNC(=O)c2ccc(OC)nc2)no1
  20% | 27 | i | 11% | 6% | i | -11%[12.5 µM]
- O=C(NCC(F)F)c1nc2cccnc2n(Cc2ccccc2)c1=O
  12%[87.6 µM] | 4 | -4%[88.5 µM] | ? | . | ? | -4%[87.6 µM]
- CNC(=O)c1cc(C2CC2)nc2onc(C3CCN(C(=O)Cc4ccc(OC)cc4)CC3)c12
  . | -14 | . | -19% | . | -23% | .
- O=C(NCCN1CCCCC1)c1ccc(N2CC3CC(C2)[C@H]2CCCC(=O)N2C3)nc1 (some centres not stated)
  1% | 16 | i | 0% | -8% | 1% | 13%
- COc1nc2c(cc1CNC(=O)CC1CCC(=O)N1)C(=O)N(C1CCCC1)C2 (configuration not stated)
  0% | -2 | -2% | -7% | 1% | -12% | 6%
